HDAC3 inhib = human HDAC3 inhibition | AID 2718 | inhibition, % at 8.3 µM | O15379 | 0.15% of 320,000 active | recombinant HDAC3, fluorogenic peptide/trypsin coupled, fluorescence; in the data active = inhibition above about 26%, passing the limit was not always enough; inconclusive = no clear call, values can overlap the other calls
ANO1 activ = activates or potentiates the mouse TMEM16A chloride channel | AID 623877 | B-score at 10 µM | 0.3% of 340,000 active | Q8BHY3 | HEK293 TMEM16A/YFP-H148Q/I152L, iodide quench fluorescence; stronger effect = lower value;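 active = fluorescence-ratio B-score plate-corrected deviation score at least 3 library SD below zero, with starting fluorescence score within 5 deviations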;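 note: channel opened by trigger with iodide after compound preincubation; score built on the fluorescence ratio of max minus min over baseline; more negative score means more quench and so TMEM16A activation or potentiation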
KCNQ1 inh = blocks the human KCNQ1 potassium channel | P51787 | CHO-K1 KCNQ1, FluxOR thallium flux fluorescence; stronger effect = higher value | B-score at 10 µM | 1.3% of 310,000 active | AID 2642;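 active = compounds whose thallium flux B-score, printed positive for inhibition, exceeds three library SD while starting fluorescence stays within three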;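 note: channel opened by potassium depolarization with thallium stimulus after 20 min compound exposure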
Target sequence (P51787 whole entry, looked up): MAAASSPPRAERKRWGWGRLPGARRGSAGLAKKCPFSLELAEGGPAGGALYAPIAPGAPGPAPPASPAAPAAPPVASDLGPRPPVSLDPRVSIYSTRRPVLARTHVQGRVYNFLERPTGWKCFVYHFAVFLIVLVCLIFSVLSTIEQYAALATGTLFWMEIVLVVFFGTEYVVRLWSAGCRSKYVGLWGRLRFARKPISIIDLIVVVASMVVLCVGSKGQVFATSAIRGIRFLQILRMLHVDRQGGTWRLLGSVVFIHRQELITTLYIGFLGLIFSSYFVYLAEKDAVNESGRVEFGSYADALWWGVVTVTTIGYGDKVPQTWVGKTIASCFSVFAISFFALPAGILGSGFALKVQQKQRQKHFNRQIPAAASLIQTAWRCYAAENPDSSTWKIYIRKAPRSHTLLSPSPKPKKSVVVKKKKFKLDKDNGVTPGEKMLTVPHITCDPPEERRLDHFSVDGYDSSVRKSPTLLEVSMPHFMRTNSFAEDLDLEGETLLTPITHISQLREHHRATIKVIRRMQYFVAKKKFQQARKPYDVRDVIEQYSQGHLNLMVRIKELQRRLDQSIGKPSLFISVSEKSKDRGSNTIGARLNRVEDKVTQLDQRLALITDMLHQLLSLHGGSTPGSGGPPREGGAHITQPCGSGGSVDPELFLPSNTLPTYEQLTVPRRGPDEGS
TMEM16A inh = inhibitors of mouse TMEM16A calcium-activated chloride channel; normalized B-score (activity score, 25-100; higher = stronger inhibition) at 10 µM; 1.2% of 310,000 active; AID 588511; HEK293 TMEM16A/YFP iodide influx fluorescence, ionomycin; Q8BHY3;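 active = ratio plate-corrected score three or more library SD toward inhibition, starting fluorescence score within five deviations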;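 note: score derived from kinetic fluorescence span divided by baseline fluorescence per well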
TRPC4 act = opens the mouse TRPC4 cation channel; B-score at 10 µM; Q9QUQ5; 0.49% of 310,000 active; HEK293 TRPC4beta/mu-opioid, Fluo4 calcium fluorescence; stronger effect = higher value;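 active = B-score above 5 SD of library B-scores, and initial fluorescence ratio not above library mean plus 5 SD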;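 note: positive B-score marks a calcium rise read as TRPC4 activation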
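Assay system: HEK293 stable line with TRPC4beta plus mu-opioid receptor. Times: dye 45 min RT, read 110 s. Measured by: kinetic Fluo4 calcium fluorescence. Measure: B score of integrated ratio. Controls: assay buffer as low control, maximal DAMGO as high control.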
KCNK3 inh = human KCNK3 channel inhibition, primary screen; 0.84% of 340,000 active; B-score at 10 µM; CHO-KCNK3 thallium flux, FluxOR fluorescence; stronger effect = lower value; O14649;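 active = B-score under library mean minus 4 SD, starting fluorescence ratio at most library mean plus 5 SD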;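 note: more negative B-score means stronger inhibition of thallium flux through KCNK3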
TRPC4 PAM = TRPC4 (mouse) allosteric potentiation; Q9QUQ5; HEK293 TRPC4beta/mu-opioid, DAMGO EC20, Fluo-4 Ca2+ flux; stronger effect = higher value; B-score at 10 µM; 0.42% of 310,000 active; AID 2227;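 active = B-score of calcium response area above 5 SD of library B-scores, with initial fluorescence ratio within 5 SD of library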;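 note: B-score of integrated fluorescence ratio over time as area under calcium response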
hERG rescue = shields human hERG channel from block by proarrhythmic agents. Q12809. 0.51% of 310,000 active. activation (rescue from dofetilide block), less the hit threshold, % at 10 µM. CHO-hERG, FluxOR thallium flux, dofetilide IC70 present;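 active = activation above the mean of controls blocked by dofetilide plus 5 SD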;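 note: thallium influx through hERG after potassium depolarization seen as dye fluorescence rise; in these data hits start at about 4.7%; inactives centre near -7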
KCNK9 inh = blocks the human KCNK9 two-pore domain potassium channel | 1.2% of 310,000 active | B-score at 10 µM | Q9NPC2 | AID 488922 | HEK293 KCNK9, FluxOR thallium flux fluorescence; stronger effect = lower value;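 active = ratio B-score over 3 SD below the library mean, with starting fluorescence within 5 SD of its mean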;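 note: negative B-score means less thallium flux so channel inhibition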
Target sequence (Q9NPC2 whole entry, looked up, the tested form may be a part): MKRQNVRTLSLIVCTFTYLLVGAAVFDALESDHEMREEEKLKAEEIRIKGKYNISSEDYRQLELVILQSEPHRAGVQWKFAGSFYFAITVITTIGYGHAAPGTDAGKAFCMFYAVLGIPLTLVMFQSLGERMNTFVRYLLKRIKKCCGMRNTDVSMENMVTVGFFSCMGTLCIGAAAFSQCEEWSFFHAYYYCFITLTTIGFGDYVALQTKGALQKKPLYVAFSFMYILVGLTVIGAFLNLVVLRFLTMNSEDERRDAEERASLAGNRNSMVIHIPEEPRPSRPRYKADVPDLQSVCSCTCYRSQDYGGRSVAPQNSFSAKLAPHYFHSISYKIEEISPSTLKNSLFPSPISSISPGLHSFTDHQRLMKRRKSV
KCNQ1 pot = human KCNQ1 channel potentiation or activation; P51787; CHO-K1 KCNQ1, thallium flux FluxOR fluorescence; stronger effect = higher value; B-score at 10 µM; 0.35% of 310,000 active; AID 2648;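 active = fluorescence ratio B-score, a plate-corrected score, at least three library SD, with initial intensity B-score within 5 SD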
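Assay system: stable KCNQ1 CHO-K1 line; medium: assay buffer, equal DMSO in all wells; timing: 90 min dye loading and 20 min compound exposure, both at room temperature; technique: kinetic FluxOR thallium fluorescence, 10-s 1-Hz baseline, 110-s post-stimulus read; read-out basis: B score of baseline-normalized fluorescence ratio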
DYRK1A inh = blocks rat Dyrk1A kinase activity. ADP-Glo luminescence, NFATc1 peptide. Q63470. inhibition, % at 12.5 µM. 0.43% of 310,000 active. AID 504441; in the data active = inhibition above about 50%;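 note: plate controls were vehicle with enzyme for no effect and no enzyme for full effect; many of its hits are not listed in these tables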
The depositor's hits bear a star; i = inactive; ? = inconclusive; · = no result given. Not all compounds are listed. The share of hits here may be higher or lower than overall.

Structure	KCNQ1 pot	DYRK1A inh	KCNQ1 inh	HDAC3 inhib	KCNK3 inh	TMEM16A inh	ANO1 activ	hERG rescue	TRPC4 PAM	KCNK9 inh	TRPC4 act
COc1ccc(NC(=O)CN(C)C2CCCCC2)c([N+](=O)[O-])c1	i	3	i	?	i	i	i	-4	i	i	i
CN(C)S(=O)(=O)c1ccc(N2CCCC2)c(C(=O)Nc2nc3ccc(F)cc3s2)c1	i	3	i	-1	i	i	i	-4	i	i	i
Cc1cc(=O)oc2c3c(cc(OCC(=O)NCc4cccnc4)c12)OC(C)(C)CC3	i	12	i	-128	i	i	i	-10	i	i	i
Cc1nnc(SCC(=O)c2cc(C)n(C3CC3)c2C)s1	i	6	i	0	i	i	i	2	i	i	i
O=C(OCC(=O)c1ccc[nH]1)c1ccc(S(=O)(=O)N2CCCCC2)cc1	i	·	i	·	·	·	·	-2	i	i	i
CN(Cc1cnn(C)c1)Cc1nc(COc2ccccc2)no1	i	0	i	-2	i	i	i	-4	i	i	i
CCCCNC(=O)N(CC)c1c(N)n(Cc2ccccc2)c(=O)[nH]c1=O	i	-1	i	1	i	i	i	-6	i	i	i
O=C(Nc1cnccn1)c1csc2ccccc12	i	3	i	-8	i	i	i	-8	i	i	i
CN(C)CCCNc1nc(-c2ccc(Cl)cc2)nc2ccccc12	i	-1	i	6	i	i	i	-16	i	i	i
O=C(COc1ccccc1Br)NCc1ccco1	i	8	i	-4	i	i	i	-4	i	i	i

In the list so far, these have an NH in an aromatic ring.
Structure	KCNQ1 pot	DYRK1A inh	KCNQ1 inh	HDAC3 inhib	KCNK3 inh	TMEM16A inh	ANO1 activ	hERG rescue	TRPC4 PAM	KCNK9 inh	TRPC4 act
O=C(OCC(=O)c1ccc[nH]1)c1ccc(S(=O)(=O)N2CCCCC2)cc1	i	·	i	·	·	·	·	-2	i	i	i
CCCCNC(=O)N(CC)c1c(N)n(Cc2ccccc2)c(=O)[nH]c1=O	i	-1	i	1	i	i	i	-6	i	i	i

Later entries
Structure	KCNQ1 pot	DYRK1A inh	KCNQ1 inh	HDAC3 inhib	KCNK3 inh	TMEM16A inh	ANO1 activ	hERG rescue	TRPC4 PAM	KCNK9 inh	TRPC4 act
COc1ccccc1Cc1nnc(NC(=O)C2CCN(C(=O)c3ccco3)CC2)s1	i	-5	i	1	i	i	i	-9	i	i	i
O=C(N/C(=C\c1ccccc1)C(=O)N1CCCCCC1)c1ccccc1	i	2	i	-1	i	i	i	-14	i	i	i
COc1ccc(/C=C2/N=C3CCCCCN3C2=O)cc1OC	i	-1	i	-2	i	i	i	-18	i	i	i
Cc1ccc(S(=O)(=O)c2nc(C)oc2NCc2ccccc2)cc1	i	·	i	3	·	i	·	-13	i	i	i
Cc1ccc(S(=O)(=O)c2c(N)n(Cc3ccco3)c3nc4ccccc4nc23)cc1C	i	6	14*	-38	i	25*	i	-11	i	i	i
COc1ccc(NC(=O)C(C)N2C(=O)C3CC=C(Cl)CC3C2=O)cc1 (stereo not given)	i	-10	i	1	i	i	i	-3	i	i	i
CCN1C(=O)[C@H]2[C@@H](c3ccc(-c4cccc(Cl)c4)c(OC)c3)N[C@@](CC(C)C)(C(=O)OC)[C@H]2C1=O	i	13	i	2	i	i	i	-9	i	-9.9*	i
CCNC(=S)N/N=C/c1cc(C)ccc1C	i	0	i	6	i	i	i	-7	i	i	i
COc1cc(/C=N/N=C2/NC(=O)C(Cc3ccc(F)cc3)S2)ccc1O (stereo not given)	i	4	i	-7	i	i	i	-10	i	i	i
O=C(Nc1ccc(C(=O)O)cc1)/C(=C\c1ccc2c(c1)OCO2)NC(=O)c1ccc(Br)cc1	10*	-1	i	9	i	i	i	-5	i	i	i
CC(C)CCc1noc(CN2CCC(C(=O)N3CCOCC3)CC2)n1	i	3	i	-3	i	i	i	-12	i	i	i
Cc1ccc(-c2n[nH]c(=O)c3ccccc23)cc1S(=O)(=O)N(C)C	i	·	i	1	i	i	i	-5	i	i	i
O=C(COC(=O)c1ccccn1)c1ccc(Br)cc1	i	7	i	1	i	i	i	-13	i	i	i
CCOc1ccc(NC(=O)CSc2nc3ccccc3nc2N2CCCC2)cc1	i	4	i	2	i	i	i	-9	i	i	i
O=C(Nc1ccc(F)cc1)C(c1ccccc1)N1CCN(S(=O)(=O)c2ccc3ccccc3c2)CC1 (stereo not given)	i	0	i	4	i	i	i	-5	i	i	i
Cc1ccc(C)c(NS(=O)(=O)c2ccc(NC(=O)CSc3ccc(Cl)cc3)cc2)c1	i	2	i	7	i	i	i	-2	i	i	i
O=C(CCN1C(=O)C2C3CCC(C3)C2C1=O)OCC(=O)c1cccc([N+](=O)[O-])c1 (stereo not given)	i	-1	i	·	i	i	i	-2	i	i	i
COc1ccc(-c2noc(-c3cc(C)cc(C)c3)n2)cc1OC	i	-1	i	-8	i	i	i	-9	i	i	i
COc1ccc(N=C2SC(C(=O)Nc3ccc4c(c3)OCO4)CC(=O)N2C)cc1 (stereo not given)	i	1	i	-4	i	i	i	-13	i	i	i
O=C(CNCc1ccccc1Cl)Nc1ccc2c(c1)OCCO2	i	0	i	·	i	i	i	-7	i	i	i
CC(=O)Nc1ccc(SC[C@H](Cc2ccccc2)N2CCN(CC(C)C)CCC2=O)cc1	i	-1	i	-2	i	i	i	-5	i	i	i
COc1ccc(CC(=O)NNC(=O)c2ccco2)cc1	i	-3	i	-10	i	i	i	-6	i	i	i
CC(Oc1ccc2oc(-c3ccccc3)c(C(=O)O)c2c1)C(=O)O (stereo not given)	i	-4	i	-70	i	i	i	-9	i	i	i
CCCC(=O)Nc1cc(Cl)ccc1N1CCN(C(=O)CC)CC1	i	6	i	-7	i	i	i	-11	i	i	i
C[n+]1cc(-c2ccccc2)n2c1CCCCC2	i	-1	i	6	i	i	i	-12	i	i	i
CSc1ccccc1OCc1cc(C(=O)N2CCN(Cc3nccn3C)CC2)no1	i	5	i	0	i	i	i	-9	i	i	i
O=C(Nc1nnc(COc2ccc(Cl)cc2)s1)c1ccco1	i	·	i	-6	i	i	i	-6	i	i	i
COC(=O)c1sccc1NC(=O)c1ccccc1Br	i	2	i	-1	i	i	i	-12	i	i	i
Cc1cccn2cc(CNC(=O)C3CCCCC3)nc12	i	6	i	5	i	i	i	-4	i	i	i
O=C(CN1CCN(c2ccccn2)CC1)Nc1cc(F)ccc1F	i	-1	i	3	i	i	i	-2	i	i	i
N=c1ncn(Cc2ccccc2)c2nc(SCCOc3ccccc3)[nH]c12	9*	1	i	-2	i	i	i	-5	i	i	i
CCn1c2ccccc2c2cc(NC(=O)COC(=O)c3cc(S(N)(=O)=O)c(Cl)cc3Cl)ccc21	i	-2	i	0	i	i	i	-9	i	i	i
CC(C)N1C(=O)CCC1C(=O)N1CCCc2ccccc21 (stereo not given)	i	-6	i	0	i	i	i	-10	i	i	i
CCOc1ccc(OCC(=O)c2c(O)c3ccccc3oc2=O)cc1	i	-5	i	-3	i	i	i	-12	i	i	i
Cc1ccc(/C=C2\SC(=S)N(CCC(=O)NNS(=O)(=O)c3ccc(C)cc3)C2=O)cc1	i	-3	i	7	i	i	i	-3	i	i	i
Cc1sc(NC(=O)CN(CCc2ccccc2)C(=O)C2CC2)c(C(N)=O)c1C	i	-3	i	3	i	i	i	-5	i	i	i
COCCn1c(-c2ccccc2)nc(=S)c2c1CC(C)(C)OC2	i	-2	i	5	i	i	i	-10	i	i	i
O=C(c1ccco1)N1CCN(Cc2nc3cc(Cl)ccc3c(=O)[nH]2)CC1	i	·	i	4	i	i	i	-12	i	i	i
O=C(NCCN1CCN(c2cccc(Cl)c2)CC1)C1CCCN(S(=O)(=O)c2cnc[nH]2)C1 (stereo not given)	·	17	·	2	i	i	i	·	·	·	·
CCCn1c(SCc2nc3sc(C)c(C)c3c(=O)[nH]2)nc2ccccc2c1=O	i	-5	i	-1	i	i	i	-6	i	i	i
Cc1ccc(CNC(=O)c2ccc3c(=O)n4c(-c5ccc(C)cc5)csc4nc3c2)cc1	i	12	i	-8	i	i	i	-14	i	i	i
CC(C)(C)c1cn(-c2ccccc2)c(=S)[nH]1	i	-5	i	-7	i	i	i	-11	i	i	i
CC(=O)c1cccc(NC(=O)c2ccc(S(=O)(=O)N3CCCCC3)cc2)c1	i	5	i	3	i	i	i	-8	i	i	i
Brc1ccc(C2=Nn3c(nnc3-c3n[nH]c4c3CCC4)SC2)cc1	i	10	i	8	i	i	i	-12	i	i	i
O=C(O)c1ccccc1N/N=C/C1=C(N2CCOCC2)C(=C\c2ccccc2)/CC1	i	-3	9*	2	i	i	i	-22	i	i	i
O=C(N1CCN(Cc2ccc3c(c2)OCO3)CC1)C12CC3CC(CC(C3)C1)C2	i	·	i	2	·	i	·	-8	i	i	i
CC1C(=O)N(Cc2ccccc2F)c2ccccc2N1C(=O)c1c(F)cccc1F (stereo not given)	i	-4	15*	-9	-9*	i	i	-19	10*	-7.7*	i
COc1ccc(CN(C)C(=S)Nc2ccc(Cl)cc2Cl)cc1	i	3	i	-1	i	i	i	-17	i	i	i
CCOC(=O)N1CCC(N2CCN(Cc3ccccc3)C(CCO)C2)CC1 (stereo not given)	i	-6	i	-1	i	i	i	-8	i	i	i
O=C(CCN1CCN(c2ccccc2)CC1)Nc1ccccc1F	i	0	i	·	i	i	i	-8	i	i	i

(further entries)
Structure	KCNQ1 pot	DYRK1A inh	KCNQ1 inh	HDAC3 inhib	KCNK3 inh	TMEM16A inh	ANO1 activ	hERG rescue	TRPC4 PAM	KCNK9 inh	TRPC4 act
O=[N+]([O-])c1cccc(-c2ccc(C(=S)N3CCN(c4ccccc4)CC3)o2)c1	i	·	i	1	i	i	i	-12	i	-8.3*	i
Cc1ccc(NC(=O)C2C3CCCC2C3c2ccccc2)cc1C (stereo not given)	i	6	i	-1	i	i	i	-4	i	i	i
Cc1ccc(C)c(S(=O)(=O)NNC(=O)c2sc(NS(=O)(=O)c3ccccc3)nc2C)c1	i	-3	i	0	i	i	i	-4	i	i	i
CCC1CCCCN1CC(O)COCc1cccc(OC)c1 (stereo not given)	i	2	i	3	i	i	i	-7	i	i	i
